# Source: PubChem (Sanford-Burnham Center for Chemical Genomics)
# NLRP3 yeast inh: blocks the NALP3 inflammasome reconstituted in yeast | AID 2825 | 330,000 tested, 0.39% active | inhibition, % at 10 µM | Yeast reconstituted NLRP3/ASC/caspase-1, beta-gal luminescence, 24 h;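 active = inhibition of 50% or more; inactive = inhibition below 50%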;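 also: plate controls were induced DMSO wells for no effect and uninduced yeast grown without galactose for full effect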
# mIAP inh: blocks mouse intestinal alkaline phosphatase; purified mouse IAP, CDP-Star luminescence, 30 min; inhibition, % at 10 µM; 330,000 tested, 0.2% active;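 active = inhibition of at least 40% at 10 µM in the primary screen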;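 also: plate controls were DMSO with enzyme for no effect and no enzyme wells for full effect; values of inactives mirror those of a sister screen read the other way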
# mIAP act: increases mouse intestinal alkaline phosphatase activity. muIAP, CDP-Star luminescence, 30 min; stronger effect = higher value; 1 = vehicle-only enzyme signal, 0 = enzyme-free wells. activation factor at 10 µM. 330,000 tested, 0.24% active;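 active = activation factor of at least 2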; also: the source names both 10 and 20 µM as test concentration; values of inactives mirror those of a sister screen read the other way
#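 Assay system: mouse IAP enzyme; reagent: chemiluminescent substrate CDP-Star; dosing: test compounds delivered from DMSO solution; schedule: 30 min at room temperature; measured by: luminescence from enzymatic CDP-Star hydrolysis; controls: DMSO-only wells and no-enzyme negative control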
# hIAP activ: increases human intestinal alkaline phosphatase activity; P09923; purified human IAP, CDP-Star luminescence, 30 min; stronger effect = higher value; 1 = vehicle-only enzyme, 0 = enzyme-free background; activation factor at 10 µM; 330,000 tested, 0.16% active; AID 2524;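 active = activation factor of the enzyme at least 2-fold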; also: the source names both 10 and 20 µM as test concentration; values of inactives mirror those of a sister screen read the other way
# tim10-1 inh: tim10-1 yeast growth inhibition. S. cerevisiae tim10-1 ts strain growth, BacTiter-Glo, 24 h. inhibition, % at 20 µM. 330,000 tested, 2.2% active;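 active = inhibition of at least 40%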;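 also: mutant grown at 25 °C; 0% = DMSO wells with yeast and 100% = wells holding no yeast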
# TIM10 inh: growth inhibitors of TIM10 yeast strain; S. cerevisiae TIM10 strain growth, BacTiter-Glo luminescence, 24 h; inhibition, % at 10 µM; 330,000 tested, 1.4% active; AID 463195;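 active = inhibition of 40% or more at the single tested concentration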;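 also: wild-type TIM10 isogenic control strain grown at permissive 25 °C; 0% = DMSO yeast wells and 100% = minimal medium wells without yeast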
# ATG4B inh: blocks human ATG4B protease cleavage of LC3 substrate; Q9Y4P1; ATG4B cleavage of LC3-PLA2, NBD-HPC fluorescence, 1 h; inhibition, % at 8.33 µM; 340,000 tested, 0.51% active; AID 504462; in the data active = inhibition above about 40%
# Apaf1 inhib: human Apaf-1 inhibition; 330,000 tested, 0.71% active; reconstituted apoptosome caspase-3 activity, DEVD-Rh110 fluorescence; inhibition, % at 20 µM; O14727; active = inhibition of at least 40% at 20 µM;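 also: plate controls were DMSO wells for no effect and DEVD-CHO caspase inhibitor wells for full effect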
# Target sequence (O14727 whole entry, looked up): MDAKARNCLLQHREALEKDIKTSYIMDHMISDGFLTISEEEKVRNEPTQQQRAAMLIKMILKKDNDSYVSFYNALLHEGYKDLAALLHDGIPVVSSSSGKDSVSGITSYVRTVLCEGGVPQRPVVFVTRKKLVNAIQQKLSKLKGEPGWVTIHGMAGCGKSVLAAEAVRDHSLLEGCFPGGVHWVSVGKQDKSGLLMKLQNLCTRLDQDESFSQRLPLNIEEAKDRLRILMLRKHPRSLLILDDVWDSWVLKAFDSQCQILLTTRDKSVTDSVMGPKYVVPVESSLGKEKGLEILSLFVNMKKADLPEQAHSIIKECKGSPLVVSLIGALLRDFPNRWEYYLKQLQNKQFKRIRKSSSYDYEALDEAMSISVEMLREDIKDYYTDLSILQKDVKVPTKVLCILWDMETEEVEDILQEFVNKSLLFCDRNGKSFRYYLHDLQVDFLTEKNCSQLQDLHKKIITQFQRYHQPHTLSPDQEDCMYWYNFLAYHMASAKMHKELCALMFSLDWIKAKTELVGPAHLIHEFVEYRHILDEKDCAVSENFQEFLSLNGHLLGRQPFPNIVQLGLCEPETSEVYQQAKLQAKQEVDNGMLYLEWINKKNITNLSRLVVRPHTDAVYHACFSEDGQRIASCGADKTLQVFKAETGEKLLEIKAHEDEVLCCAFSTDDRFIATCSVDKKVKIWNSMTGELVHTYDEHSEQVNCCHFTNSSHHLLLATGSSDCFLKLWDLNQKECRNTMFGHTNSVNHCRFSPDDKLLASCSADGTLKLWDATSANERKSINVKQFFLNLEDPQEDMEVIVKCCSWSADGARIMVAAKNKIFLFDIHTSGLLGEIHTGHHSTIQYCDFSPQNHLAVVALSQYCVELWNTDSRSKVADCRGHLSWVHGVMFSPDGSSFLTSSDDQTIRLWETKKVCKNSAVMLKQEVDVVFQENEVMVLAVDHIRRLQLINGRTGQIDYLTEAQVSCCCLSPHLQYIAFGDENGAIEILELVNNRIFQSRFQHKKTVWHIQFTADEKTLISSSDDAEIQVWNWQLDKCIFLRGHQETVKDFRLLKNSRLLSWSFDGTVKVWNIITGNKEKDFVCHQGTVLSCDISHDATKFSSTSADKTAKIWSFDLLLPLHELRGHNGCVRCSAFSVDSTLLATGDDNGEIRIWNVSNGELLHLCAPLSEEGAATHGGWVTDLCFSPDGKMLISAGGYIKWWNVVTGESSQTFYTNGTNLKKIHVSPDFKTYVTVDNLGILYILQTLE
#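 System – cell-free apoptosome with Apaf-1, procaspase-3 and caspase-9 · Buffer or medium – pH 7.5 Hepes buffer with CHAPS, BSA, DTT · Also added – cytochrome c with DEVD-Rh110 · Times – 30 min compound preincubation, 50 min activation, room temperature · Technique – Rh110 fluorescence intensity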
# hIAP inh: blocks human intestinal alkaline phosphatase | purified IAP, CDP-Star luminescence, 30 min | inhibition, % at 10 µM | 330,000 tested, 0.12% active | AID 2544;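 active = inhibition reaching a set limit with compound at 10 µM in the primary screen, cut at about 35% in these data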;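 also: plate controls were DMSO wells with enzyme for no effect and no-enzyme buffer wells for full effect; values of inactives mirror those of a sister screen read the other way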
# * = called active by the depositor; x = not tested or not shown. An excerpt (hit frequency here may not be typical).
# Second line of a record: NLRP3 yeast inh	mIAP inh	mIAP act	hIAP activ	tim10-1 inh	TIM10 inh	ATG4B inh	Apaf1 inhib	hIAP inh
Fc1ccc(CCNCc2ccc(Cl)c(Cl)c2)cc1
→ 25.7	1.9	0.981	1.18	-26.0	-4.5	32.2	-1.0	-18.4
O=C1c2cccc3cccc(c23)C(=O)N1/N=C/c1c(O)n(-c2ccccc2)c(=O)[nH]c1=O
→ -13.4	6.8	0.932	1.49	19.9	8.7	-9.9	-9.3	-48.8
O=c1[nH]c(=S)[nH]c(O)c1N=Nc1ccc(S(=O)(=O)N2CCc3ccccc32)cc1
→ 16.8	1.8	0.982	0.916	2.3	4.7	-1.1	12.1	8.4
COc1ccc(N2C(=O)CC(N3CC=C(c4ccccc4)CC3)C2=O)cc1 (stereo not drawn)
→ 10.6	10.4	0.896	0.895	42.5*	26.7	4.3	7.4	10.5
CN1C(=O)C(Cc2ccc3c(c2)OCO3)C(=O)N(C)C1=O
→ -1.8	16.3	0.837	0.846	17.1	0.8	x	-1.8	15.4
O=c1c2cc(Br)ccc2[nH]c(=S)n1-c1ccccc1
→ 1.7	8.3	0.917	0.985	15.2	9.3	-1.1	-21.0	1.5
Nc1ccc2cc(Br)ccc2c1
→ 19.7	11.9	0.881	0.676	5.6	10.8	0.3	-1.2	32.4
CCCCN(Cc1ccccc1)C1CCN(CCc2ccccc2)CC1
→ 31.2	5.4	0.946	0.869	-26.3	-3.8	2.2	1.8	13.1
CN(CCc1ccccc1)Cc1ccccc1[N+](=O)[O-]
→ 4.4	-5.3	1.05	0.95	5.1	2.3	1.3	8.6	5.0
COc1ccc(CCn2c(O)c(C=Nc3ccccc3F)c(=O)[nH]c2=O)cc1OC
→ 0.9	-4.0	1.04	1.06	2.2	-18.6	-6.5	-18.6	-5.7
CCC(C)n1c(C)cc(C(N)=O)c1C (stereo not drawn)
→ -3.4	0.5	0.995	0.963	8.1	-2.0	1.5	-4.5	3.7
CC(Cc1ccccc1)[n+]1cc(/N=C(\N)[O-])on1 (stereo not drawn)
→ 0.2	-9.5	1.09	1.22	-2.1	-7.2	0.7	5.9	-22.4
COC(=O)C1=C(c2ccc(F)cc2OCc2ccccc2)C[C@@H]2CC[C@H]1N2C(=O)NC(C)C
→ 9.9	6.8	0.932	0.924	3.2	-0.6	-8.7	13.3	7.6
c1ccc2c(CCNC3CCCCC3)c[nH]c2c1
→ 14.4	-6.8	1.07	0.984	20.0	-1.7	-5.5	12.3	1.6
CNC(C(=O)c1ccccc1)C(OC)c1ccc(C)cc1 (stereo not drawn)
→ -22.0	4.2	0.958	0.883	16.3	16.6	6.0	-7.6	11.7
Cc1ccsc1C(=O)C1CCCN(Cc2cccn2-c2ccccn2)C1 (stereo not drawn)
→ 9.4	2.5	0.975	0.9	8.8	-12.8	-5.6	-2.6	10.0
C1CC2NCCC3NCCC(N1)N32 (stereo not drawn)
→ 11.1	1.9	0.981	0.962	6.8	14.3	-1.2	3.9	3.8
O=C1CSC2(CN3CCC2CC3)N1 (stereo not drawn)
→ 4.1	-2.6	1.03	0.957	14.0	6.1	4.5	-3.8	4.3
O/N=C/c1c[nH]c2ccccc12
→ 20.3	0.3	0.997	0.814	8.0	7.4	5.2	-2.8	18.6
Cn1c(O)c(C=NC2CCN(Cc3ccccc3)CC2)c(=O)[nH]c1=O
→ 20.7	-0.3	1	1.18	-7.4	1.2	5.5	-12.8	-18.2

# The final two compounds of the section before lead into the next.
# Second line of a record: NLRP3 yeast inh	mIAP inh	mIAP act	hIAP activ	tim10-1 inh	TIM10 inh	ATG4B inh	Apaf1 inhib	hIAP inh
O/N=C/c1c[nH]c2ccccc12
→ 20.3	0.3	0.997	0.814	8.0	7.4	5.2	-2.8	18.6
Cn1c(O)c(C=NC2CCN(Cc3ccccc3)CC2)c(=O)[nH]c1=O
→ 20.7	-0.3	1	1.18	-7.4	1.2	5.5	-12.8	-18.2
CCN1CCN(c2ccc(N)cc2)CC1
→ 1.0	-14.5	1.15	0.938	-196.6	-263.8	4.6	13.7	6.2
CCCCn1c(=O)c(C=Nc2ccc(Cl)cc2)c(O)n(Cc2ccco2)c1=O
→ -3.8	13.8	0.862	0.976	30.9	21.7	-4.8	5.1	2.4
CCCCn1c(=O)c(C(=O)NCc2ccco2)c(O)c2ccccc21
→ 20.0	7.6	0.924	0.889	-4.5	2.7	0.7	13.1	11.1
CCN1CCN(CC(c2ccccc2)c2ccccc2)CC1
→ 13.6	5.4	0.946	0.939	4.5	-3.5	-2.5	-6.6	6.1
CCOP(=O)(C#Cc1ccccc1)C(O)c1ccc(Br)cc1 (stereo not drawn)
→ -2.0	-15.6	1.16	1.03	10.0	3.4	-2.4	18.5	-3.3
CCCC(C)n1[nH]c(=O)c2c1NC(=O)CSC2c1ccccc1 (stereo not drawn)
→ 6.6	-8.7	1.09	1	12.8	6.5	-2.9	-10.8	-0.3
CCCCCCC(=O)c1c(O)n(-c2ccccc2OC)c(=O)[nH]c1=O (tested in a mixture with another compound)
→ 9.4	-4.4	1.04	1.26	-14.8	15.3	-2.7	-11.1	-26.1
Cc1cccc(CN2CCN(c3ccc(Cl)cc3)CC2)c1
→ 7.8	-1.2	1.01	1.05	6.5	-16.0	-2.8	15.1	-5.1
CN1CCN(c2c(F)cc([N+](=O)[O-])c(N)c2Br)CC1
→ -2.7	16.2	0.838	0.865	12.8	-3.5	-0.3	-7.5	13.5
Cc1cc(Br)ccc1N1C(=O)CC(=O)NC1=O
→ 2.4	4.8	0.952	1.05	6.7	-7.5	-0.7	-0.4	-4.8
CCOP(=O)(OCC)C(O)c1cccnc1 (stereo not drawn)
→ 15.9	3.8	0.962	1.12	3.1	-16.3	-3.7	2.4	-12.1
CC(C)OP(=O)(O)NC(=O)c1ccccc1
→ 13.8	-28.0	1.28	1.08	4.2	-4.8	6.4	4.9	-8.1
C/C(=N\N(C)c1ccccc1)c1c(O)[nH]c(=O)[nH]c1=O
→ 15.2	-1.1	1.01	0.96	5.5	7.8	3.6	-19.1	4.0
C[C@H]1C[C@@H](C)C(=O)[C@@H]([C@H](O)CC2CC(=O)NC(=O)C2)C1
→ 98.1*	0.9	0.991	0.999	58.3*	72.1*	-16.7	-2.4	0.1
CCOC(=O)C1=C(N)Oc2c(c(=O)oc3ccccc23)C12C(=O)N(C)c1ccccc12 (stereo not drawn)
→ -2.4	-11.6	1.12	0.868	24.9	20.8	-6.8	-3.5	13.1
COc1cc2c3cc1Oc1c(OC)c(OC)cc4c1[C@H](Cc1ccc(cc1)Oc1cc(ccc1O)C[C@H]3N(C)CC2)N(C)CC4
→ 12.6	-0.2	1	0.819	1.0	-6.4	-13.0	8.2	18.0
O=C1NC(=O)C2(Cc3ccccc3N3CCCC32)C(=O)N1c1ccc(Cl)cc1 (stereo not drawn)
→ 3.0	0.9	0.991	1	2.2	14.2	0.0	22.6	-0.4
O=C(CN1CC=C(c2ccccc2)CC1)NC(=O)NC1CCCCC1
→ 7.8	3.2	0.968	0.958	9.3	7.0	-4.0	-2.2	4.2
CCOC(=O)c1nc2ccccc2c(=O)n1-c1ccc(C)cc1C
→ 18.8	5.7	0.943	0.93	17.6	12.5	33.1	8.6	7.0
CCN(CC)CCOC(=O)C(O)(c1ccccc1)c1ccccc1
→ 15.2	1.5	0.985	0.901	1.4	2.9	-3.9	-8.1	9.9
C1CCC(NC2CCCCC2)CC1
→ 7.0	2.8	0.972	0.809	-13.3	3.9	7.2	-3.4	19.1
CCOC(=O)C1C2NC(=O)N(Cc3ccccc3)C1(C)Oc1c(OC)cccc12 (stereo not drawn)
→ 10.3	1.7	0.983	0.869	4.5	12.0	-1.9	-4.5	13.1
CN1CC[C@@]23CCCC[C@@H]2[C@@H]1Cc1ccc(O)cc13
→ 6.9	-4.5	1.04	0.942	-1.3	8.6	-5.9	-4.2	5.8
CC12CN3CCN(CC(C3)C1O)C2 (stereo not drawn)
→ 13.6	-0.2	1	1.01	1.2	-7.5	-1.6	-3.5	-0.8
O=C(/C=C/c1ccc(F)cc1)NC(=S)N1C[C@H]2C[C@H](C1)c1cccc(=O)n1C2
→ 7.7	11.3	0.887	0.744	6.1	-2.0	-34.2	-2.1	25.6
C=CCOC(=O)c1ccccc1N
→ 16.4	-5.9	1.06	0.829	-20.5	-11.7	-0.2	-3.5	17.1
CN1/C(=C\C=Nc2ccccc2)C(C)(C)c2ccccc21
→ 15.1	-7.9	1.08	1.13	-10.0	6.8	-8.3	6.8	-13.2
CN(C)c1nc(OCCNC(=O)COc2ccc(Cl)cc2Cl)nc(N2CCCCC2)n1
→ 17.2	-7.1	1.07	1.16	20.8	21.5	9.1	8.0	-15.5
CCOc1ccccc1CN1CCCC(C(=O)c2cc(F)ccc2F)C1 (stereo not drawn)
→ 11.8	1.5	0.985	1.21	-4.2	-11.2	7.2	-5.9	-21.2
O=C1NC(=S)N(c2ccccc2)C(=O)C1C(c1ccncc1)C1C(=O)NC(=S)N(c2ccccc2)C1=O (stereo not drawn)
→ 13.5	7.9	0.921	0.984	-7.2	-9.2	14.2	3.9	1.6
COc1ccc2[nH]cc(CCN)c2c1
→ 10.0	5.7	0.943	0.914	-9.3	-5.4	-25.1	-0.3	8.6
COC1CCCCC1NCCc1ccccc1 (stereo not drawn)
→ -11.7	-3.6	1.04	1.1	8.1	21.2	-0.2	-11.8	-10.3
C[N+]1(C)C2CCC1CC(OC(=O)C(CO)c1ccccc1)C2 (stereo not drawn)
→ 16.9	-0.1	1	0.955	-2.6	9.1	-4.6	-11.3	4.5
CCC(=Nc1ccc2c(c1)CCC2)c1c(O)n(C)c(=O)n(C)c1=O
→ 1.6	5.9	0.941	1.08	4.0	2.4	1.8	7.8	-8.3
O=C1NC(=O)N(c2ccc(F)cc2)C(=O)/C1=C/c1ccsc1
→ 5.7	-3.2	1.03	0.951	2.0	-1.5	-0.3	3.0	4.9
Cc1cc(Br)c(NC(=O)CN2CC=C(c3ccccc3)CC2)c(Br)c1
→ 16.5	9.6	0.904	0.928	37.5	22.6	-10.4	23.7	7.2
CNCC1(c2ccccc2)CCCC1
→ 15.9	-0.7	1.01	1.26	-6.1	20.5	-5.3	-0.5	-25.6
Cc1ccc2cc(CNCCc3ccccc3C)c(=O)[nH]c2c1
→ 15.5	5.6	0.944	0.827	5.2	3.5	-2.5	7.7	17.3
O=C1C2CCN(CC2)C12CC2c1ccc(C(F)(F)F)cc1 (stereo not drawn)
→ 17.2	-5.8	1.06	0.984	-7.2	-16.1	-3.0	-6.2	1.6
O=C(C1CC(c2ccc(Cl)c(Cl)c2)=NO1)N1CCC2(CC1)OCCO2 (stereo not drawn)
→ 21.3	7.3	0.927	1.07	22.6	17.4	2.3	-7.0	-6.6
CCCCn1c(=O)c(C(=O)NC(C)c2ccccc2)c(O)c2ccccc21 (stereo not drawn)
→ 6.2	12.2	0.878	1.11	-18.1	-16.9	0.8	-9.1	-11.0
Cc1c(C=O)c2ccccc2n1Cc1ccc(F)cc1
→ 32.0	5.2	0.948	0.873	22.9	24.9	0.8	-3.2	12.7
CC(=O)c1cccc(OCC(O)CN2CC=C(c3ccccc3)CC2)c1 (stereo not drawn)
→ 5.0	1.0	0.99	0.98	12.4	10.8	1.8	3.3	2.0
